Tb PGK inh: blocks T. brucei phosphoglycerate kinase. actives 0.043% (n = 380,000). PGK/GAPDH coupled, Kinase-Glo luminescence, 60 min. Potency, µM (top dose mostly 57.5 µM), without a hit: at the highest dose activity change, negative = inhibition, usual class: inhibitors. P07378. AID 602233; note: potency is the fitted concentration of half-maximal effect; % is set by controls: 0 for no effect and ±100 for the full control effect; nearly all actives have a fitted effect of over 60% in size
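Luminescent ATP detection (Kinase-Glo Plus) follows a 60-minute room-temperature incubation, with wells lacking PGK as controls. Buffer: 100 mM TEA (pH 7.6), 5 mM MgCl2, 0.01% Tween-20. Coupling enzyme GAPDH (100 nM final) supplies unstable 1,3-BPG in-well.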
G9a inh: inhibitors of human histone lysine methyltransferase G9a; Potency, µM (top dose mostly 102 µM), for the others: at the highest dose activity, negative = inhibition, usual class: inhibitors; actives 8.8% (n = 350,000); G9a H3K9 monomethylation, AlphaScreen, 2 h; Q96KQ7; AID 504332; note: potency is the fitted concentration of half-maximal effect; % is set by controls: 0 for no effect and ±100 for the full control effect; nearly all actives have a fitted effect of over 75% in size
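Step 1: enzyme (final 20 nM) with compound, 15 min RT. Step 2: substrate peptide 500 nM and SAM 20 uM, 2 h RT. Step 3: anti-H3K9me1 antibody and AlphaScreen beads, 10 min, then plate read.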
GLS inhibitor: inhibitors of human glutaminase (GLS); GLS enzymatic activity, qHTS titration; Potency, µM (titrated, usually from 45.5 µM), without a hit: top-dose activity change, negative = inhibition, actives largely listed as inhibitors; actives 0.21% (n = 410,000); AID 624170; note: potency is the fitted concentration of half-maximal effect; % is set by controls: 0 for no effect and ±100 for the full control effect
Target sequence (O94925 whole entry, looked up): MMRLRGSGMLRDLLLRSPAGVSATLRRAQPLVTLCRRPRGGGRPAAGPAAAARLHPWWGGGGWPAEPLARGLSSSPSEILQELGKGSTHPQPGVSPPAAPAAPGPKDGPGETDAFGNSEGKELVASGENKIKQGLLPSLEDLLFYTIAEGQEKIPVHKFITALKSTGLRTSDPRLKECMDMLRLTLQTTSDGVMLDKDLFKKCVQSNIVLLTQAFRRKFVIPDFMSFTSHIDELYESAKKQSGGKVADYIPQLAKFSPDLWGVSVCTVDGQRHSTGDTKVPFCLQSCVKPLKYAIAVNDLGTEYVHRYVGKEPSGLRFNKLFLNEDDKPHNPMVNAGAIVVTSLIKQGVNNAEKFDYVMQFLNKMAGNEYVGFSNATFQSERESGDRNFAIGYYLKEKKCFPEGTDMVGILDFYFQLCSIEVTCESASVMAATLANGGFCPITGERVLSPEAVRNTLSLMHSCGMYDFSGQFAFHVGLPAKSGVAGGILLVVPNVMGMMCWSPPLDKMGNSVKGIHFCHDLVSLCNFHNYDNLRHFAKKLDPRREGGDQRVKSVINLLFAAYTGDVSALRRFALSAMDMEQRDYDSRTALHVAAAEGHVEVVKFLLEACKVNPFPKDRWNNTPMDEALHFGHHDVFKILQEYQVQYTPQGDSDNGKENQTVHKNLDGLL
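Human kidney-isoform GLS in 45 mM KH2PO4 pH 8.2, 0.02% Tween-20, with compound, started with 1mM L-Glutamine (added stock). Glutamate oxidase/HRP/Amplex red coupled fluorescence read at start and after 30 min at RT.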
Pin1 inhibitor: human Pin1 inhibition; actives 0.009% (n = 390,000); Pin1 FP peptide displacement, HiFluor488, 10 min; Potency, µM (titrated, usually from 115 µM), without a hit: at the top dose activity, negative = inhibition, usual class: inhibitors; Q13526; active = well fitted inhibition curve with a large enough effect in the polarisation, with a control signal flat, not every such curve was filed as active; inconclusive = small, poorly fitted or top-dose-only effect, or effect the other way, or a change in a side signal; inactive = no such curve, though single readings can be large or run the other way; the % refers to the polarisation; note: potency is the fitted concentration of half-maximal effect; % is set by controls: 0 for no effect and ±100 for the full control effect
Target sequence (Q13526 whole entry, looked up): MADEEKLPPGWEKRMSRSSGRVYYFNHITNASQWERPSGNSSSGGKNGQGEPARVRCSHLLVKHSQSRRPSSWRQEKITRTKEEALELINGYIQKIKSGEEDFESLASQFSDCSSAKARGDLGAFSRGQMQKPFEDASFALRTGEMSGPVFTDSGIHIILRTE
HP1b binding inh: inhibitors of HP1-beta chromodomain binding to methylated histone tails. actives 0.56% (n = 390,000). Potency, µM (top dose mostly 114 µM), without a hit: at the top dose activity change, negative = inhibition, most hits filed as inhibitors. P83916. AlphaScreen HP1-beta / biotin-H3K9me3 peptide binding; note: potency is the fitted concentration of half-maximal effect; nearly all actives have a fitted effect of over 70% in size; inactives centre near 23
Target sequence (P83916 whole entry, looked up): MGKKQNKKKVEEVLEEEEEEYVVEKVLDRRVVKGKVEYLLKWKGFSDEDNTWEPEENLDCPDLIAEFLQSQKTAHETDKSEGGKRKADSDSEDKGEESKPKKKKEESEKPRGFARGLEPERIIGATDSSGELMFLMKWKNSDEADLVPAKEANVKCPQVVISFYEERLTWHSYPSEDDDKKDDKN
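AlphaScreen: HP1-beta (50 nM) preformed 30 min with biotin-H3(1-18)K9me3 peptide (50 nM) in PBS pH 7.4, 0.01% Tween-20. Compound added for 30 min at RT, then streptavidin donor/nickel chelate acceptor beads (10 ug/mL) for 30 min.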
Pol eta inh: DNA polymerase eta (human) inhibition; Q9Y253; recombinant Pol eta, fluorescent DNA replication assay; Potency, µM (highest dose often 114 µM), for inactives: at the highest dose activity change, negative = inhibition, usual class: inhibitors; actives 1.2% (n = 390,000); AID 588591; note: potency is the fitted concentration of half-maximal effect; % is set by controls: 0 for no effect and ±100 for the full control effect
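Fluorescent replication assay: 50 nM final substrate added after a 15 min room-temperature compound preincubation with 10 nM enzyme. Signal taken at 0 min and again at 10 min.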
JMJD2A Tudor inh: inhibitors of human JMJD2A Tudor domain; AlphaScreen JMJD2A-Tudor / H3K4me3 peptide binding; Potency, µM (highest dose often 114 µM), for inactives: at the highest dose activity change, negative = inhibition, usual class: inhibitors; actives 4.4% (n = 390,000); AID 504339; note: potency is the fitted concentration of half-maximal effect; % is set by controls: 0 for no effect and ±100 for the full control effect; nearly all actives have a fitted effect of over 50% in size
PI4K2A inh: inhibitors of human PI4K2A; Q9BTU6; purified PI4K2A, ADP-Glo luminescence, 1 h; active compounds read low; activity change, negative = inhibition, % at 76.9 µM; actives 0.13% (n = 420,000); in the data active = activity change below about -50%; inconclusive = mostly about -30% to -49%;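 note: -100% = wells without enzyme as full effect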
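In this quantitative HTS, ADP production by PI4K2A was quantified luminescently after 1 h at ambient temperature; 100 microM adenosine served as plate-quality control.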
BAZ2B inh: inhibitors of human BAZ2B bromodomain. Potency, µM (series often up to 114 µM), inactives show top-dose activity change, negative = inhibition, hits mostly inhibitors. AlphaScreen BAZ2B-H3K14Ac peptide displacement. actives 4.4% (n = 360,000); note: potency is the fitted concentration of half-maximal effect; % is set by controls: 0 for no effect and ±100 for the full control effect; nearly all actives have a fitted effect of over 60% in size
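Complex of BAZ2B and biotin-H3K14Ac (50 nM apiece) forms over 30 min at RT, then faces library compounds up to 110 uM for another 30 min; AlphaScreen beads added, 20 min dark incubation, luminescence read.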
* marks the source's active call; other numbers are inactive results; [ ] = another dose, or the depositor's remark. Unless noted, calls come from the whole dose curve; as a rule, active = well fitted curve in the direction sought with a large enough effect; inconclusive = small, poorly fitted or top-dose-only effect, or another doubt; inactive = no such curve, though single readings can be large; an effect the other way counts as inactive or inconclusive. The list is partial (hit frequency here may not be typical).

How did O=C1CN(C(=O)CSc2ccc(-c3ccc(F)cc3)nn2)c2ccccc2N1 do in these assays?
Tb PGK inh: -8%; G9a inh: -8%; GLS inhibitor: -10%; Pin1 inhibitor: -5%; HP1b binding inh: 33%; Pol eta inh: -18%; JMJD2A Tudor inh: -19%; PI4K2A inh: -3; BAZ2B inh: -23%

How did c1ccc(COc2ccc(-c3csnn3)cc2)cc1 do in these assays?
Tb PGK inh: inactive; G9a inh: 2%; GLS inhibitor: 0%; Pin1 inhibitor: 1%; HP1b binding inh: 22%; Pol eta inh: 4%; JMJD2A Tudor inh: -14%; PI4K2A inh: -25; BAZ2B inh: inconclusive

What do the screens show for `Cc1cccc(N2CCN(C(=O)c3c(C)oc4ncnc(N5CCOCC5)c34)CC2)c1C`?
Tb PGK inh: -4%; G9a inh: -33%[59 µM]; GLS inhibitor: 3%; Pin1 inhibitor: -1%; HP1b binding inh: 31%; Pol eta inh: 10%; JMJD2A Tudor inh: -4%; PI4K2A inh: -4; BAZ2B inh: 1%[57.1 µM]

What do the screens show for `COC(=O)c1scc(C)c1NC(=O)CC1NCCNC1=O` (stereo not drawn)?
Tb PGK inh: -7%; G9a inh: 1%; GLS inhibitor: -4%; Pin1 inhibitor: 0%; HP1b binding inh: 37%; Pol eta inh: -19%; JMJD2A Tudor inh: -9%; PI4K2A inh: 1; BAZ2B inh: -12%

How did CCOc1ccc(NC(=O)c2sc3nc4c(cc3c2N)CCCCCC4)cc1 do in these assays?
Tb PGK inh: -4%; G9a inh: 4%[59 µM]; GLS inhibitor: -4%; Pin1 inhibitor: -5%; HP1b binding inh: 31%; Pol eta inh: 14%; JMJD2A Tudor inh: 1%; PI4K2A inh: -8; BAZ2B inh: -2%

How did Cc1ccc2cc(CCNC(=O)CC(C)C)c(=O)[nH]c2c1 do in these assays?
Tb PGK inh: -1%; G9a inh: -1%[59 µM]; GLS inhibitor: -7%; Pin1 inhibitor: 4%; HP1b binding inh: 65%[activator]; Pol eta inh: -3%; JMJD2A Tudor inh: -10%; PI4K2A inh: -8; BAZ2B inh: 1%

What do the screens show for `CCC(Oc1ccccc1)C(=O)Nc1ccccc1C(=O)N1CCCCC1` (stereo not drawn)?
Tb PGK inh: -2%; G9a inh: 2%; GLS inhibitor: -1%; Pin1 inhibitor: -9%; HP1b binding inh: 30%; Pol eta inh: -16%; JMJD2A Tudor inh: -1%; PI4K2A inh: -2; BAZ2B inh: -8%

How did CC1Sc2ccc(C(=O)Nc3ncccc3O)cc2NC1=O (stereo not drawn) do in these assays?
Tb PGK inh: inactive; G9a inh: inconclusive; GLS inhibitor: 18%; Pin1 inhibitor: 0%; HP1b binding inh: 70%[activator]; Pol eta inh: -22%; JMJD2A Tudor inh: -15%; PI4K2A inh: -2; BAZ2B inh: inconclusive

What do the screens show for `O=C1C=C(c2ccccc2)CCC1`?
Tb PGK inh: 10%; GLS inhibitor: 3%; Pin1 inhibitor: 2%; HP1b binding inh: 30%; Pol eta inh: -3%; JMJD2A Tudor inh: -5%; PI4K2A inh: 1; BAZ2B inh: 15%[57.1 µM]

Results for CCN(CC)C(=O)C1=C(C)N(CCCOC)C(=O)C(CC(=O)NCC2CCCCC2)C1 (stereo not drawn) ?
Tb PGK inh: -7%; GLS inhibitor: 0%; Pol eta inh: -15%; PI4K2A inh: 5

Results for CCCc1cc(=O)[nH]c(SCc2nc3ccc([N+](=O)[O-])cc3[nH]2)n1 ?
Tb PGK inh: -3%; G9a inh: 3%[59 µM]; GLS inhibitor: 2%; Pin1 inhibitor: 0%; HP1b binding inh: 24%; Pol eta inh: inconclusive; JMJD2A Tudor inh: -16%; PI4K2A inh: -1; BAZ2B inh: 5%

How did Cc1ccsc1/C=N/n1cnnc1 do in these assays?
Tb PGK inh: -3%; G9a inh: 20%[59 µM]; GLS inhibitor: 6%; Pin1 inhibitor: -4%; HP1b binding inh: 20%; Pol eta inh: 1%; JMJD2A Tudor inh: 0%; PI4K2A inh: -7; BAZ2B inh: -3%

What do the screens show for `Cc1cccc(OCc2nnc(-c3ccc(F)cc3)o2)c1`?
Tb PGK inh: -1%; G9a inh: 5%[12.7 µM]; GLS inhibitor: -2%; Pin1 inhibitor: inconclusive; HP1b binding inh: 115%[activator]; Pol eta inh: -1%; JMJD2A Tudor inh: 59%[activator]; PI4K2A inh: 2; BAZ2B inh: 62%[activator]

How did CCN(C(=O)Cn1c(=O)n(Cc2ccccc2)c(=O)c2c1c1cc(OC)ccc1n2C)c1ccccc1 do in these assays?
Tb PGK inh: -6%; G9a inh: inconclusive; GLS inhibitor: 6%; Pin1 inhibitor: -1%; HP1b binding inh: 17%; Pol eta inh: -5%; JMJD2A Tudor inh: -6%; PI4K2A inh: -3; BAZ2B inh: -10%

How did COC(=O)CN(C(=S)Nc1ccccc1)C1CC(=O)N(c2ccc(OC)cc2)C1=O (stereo not drawn) do in these assays?
Tb PGK inh: -1%; G9a inh: -2%[12.7 µM]; GLS inhibitor: 1%; Pin1 inhibitor: -4%; HP1b binding inh: 8%; Pol eta inh: -7%; JMJD2A Tudor inh: -24%; PI4K2A inh: -4; BAZ2B inh: -6%

What do the screens show for `Cc1ccc2[nH]c3c(c2c1)CN(C(=O)CN1CCCc2ccccc21)CC3`?
Tb PGK inh: -5%; G9a inh: 3.2µM*; GLS inhibitor: 2%; Pin1 inhibitor: inconclusive; HP1b binding inh: inconclusive; Pol eta inh: 2%; JMJD2A Tudor inh: 28µM*; PI4K2A inh: 6; BAZ2B inh: -14%

How did COc1cc(NC(=O)CCCOc2ccc(Cl)cc2Cl)c(C(=O)O)cc1OC do in these assays?
Tb PGK inh: -5%; G9a inh: -10%; GLS inhibitor: 7%; Pin1 inhibitor: -4%; HP1b binding inh: 18%; Pol eta inh: -14%; JMJD2A Tudor inh: -15%; PI4K2A inh: -3; BAZ2B inh: -16%

How did Cc1cc(N2CCOCC2)nc2ccc(NC(=S)N3CCN(Cc4ccccc4)CC3)cc12 do in these assays?
Tb PGK inh: 14%; G9a inh: 50µM*; GLS inhibitor: -5%; Pin1 inhibitor: 6%; HP1b binding inh: inconclusive; Pol eta inh: 4%; JMJD2A Tudor inh: inconclusive; PI4K2A inh: -15; BAZ2B inh: inconclusive

How did CN(c1ccccc1)S(=O)(=O)c1cccc(C(=O)NCCc2ccc(O)c(O)c2)c1 do in these assays?
Tb PGK inh: -2%; G9a inh: 8.9µM*; GLS inhibitor: 3.5µM*; Pin1 inhibitor: -1%; HP1b binding inh: inconclusive; Pol eta inh: -22%; JMJD2A Tudor inh: 13µM*; PI4K2A inh: -1; BAZ2B inh: -38%

What do the screens show for `COc1ccc(CNS(=O)(=O)c2ccc(-c3cc(C(F)(F)F)on3)s2)cc1OC`?
Tb PGK inh: 6%; G9a inh: -10%[59 µM]; GLS inhibitor: -13%; Pin1 inhibitor: -7%; HP1b binding inh: 28%; Pol eta inh: -17%; JMJD2A Tudor inh: -1%; PI4K2A inh: 1; BAZ2B inh: -9%

How did CC(=O)NC(=S)Nc1ccc(NC(=S)NC(=O)c2cccs2)cc1 do in these assays?
Tb PGK inh: -7%; GLS inhibitor: 6%; Pin1 inhibitor: 1%; HP1b binding inh: 35%; Pol eta inh: -1%; JMJD2A Tudor inh: -29%; PI4K2A inh: -3; BAZ2B inh: -6%

How did CC(=O)NCCc1nc2cc(NC(=O)c3ccc(F)cc3)ccc2n1C do in these assays?
Tb PGK inh: 5%; G9a inh: 22%; GLS inhibitor: -2%; Pin1 inhibitor: 7%; HP1b binding inh: 6%; Pol eta inh: -4%; JMJD2A Tudor inh: -1%; PI4K2A inh: 4; BAZ2B inh: 10%

What do the screens show for `N#CCSc1nnc(-c2sc3ccccc3c2Cl)o1`?
Tb PGK inh: 2%; G9a inh: 12%[59 µM]; GLS inhibitor: 4%; Pin1 inhibitor: 4%; HP1b binding inh: 22%; Pol eta inh: 3%; JMJD2A Tudor inh: -18%; PI4K2A inh: 1; BAZ2B inh: 5%

How did COc1ccc(Cl)cc1S(=O)(=O)N1CCN(C(=O)COc2ccccc2)CC1 do in these assays?
Tb PGK inh: 1%; G9a inh: 7%[12.7 µM]; GLS inhibitor: -7%; Pin1 inhibitor: -5%; HP1b binding inh: 26%; Pol eta inh: -21%; JMJD2A Tudor inh: -3%; PI4K2A inh: -2; BAZ2B inh: 12%

How did O=C(COC(=O)C1CCN(C(=O)c2ccc(Cl)cc2)CC1)NC1CCS(=O)(=O)C1 (stereo not drawn) do in these assays?
Tb PGK inh: 5%; G9a inh: -2%; GLS inhibitor: 3%; Pin1 inhibitor: 3%; HP1b binding inh: 35%[activator]; Pol eta inh: -1%; JMJD2A Tudor inh: -11%; PI4K2A inh: 7; BAZ2B inh: 14%

What do the screens show for `O=C(CN(C(=O)CNS(=O)(=O)c1ccc(F)cc1)c1ccc(F)cc1)NCc1ccco1`?
Tb PGK inh: 4%; G9a inh: -28%; GLS inhibitor: -8%; Pin1 inhibitor: -3%; HP1b binding inh: 5%; Pol eta inh: -14%; JMJD2A Tudor inh: -5%; PI4K2A inh: 1; BAZ2B inh: 1%

What do the screens show for `Cc1ccc(C2=CN(Cc3ccccc3)CCC2=O)cc1`?
Tb PGK inh: -13%; GLS inhibitor: 7%; Pin1 inhibitor: inconclusive; HP1b binding inh: 12%; Pol eta inh: 7%; JMJD2A Tudor inh: -35%; PI4K2A inh: -3

What do the screens show for `CCOC(=O)CN(C(=O)Cn1nnc(-c2ccc(OC)cc2)n1)C(C(=O)NC1CCCC1)c1ccc(F)cc1` (stereo not drawn)?
Tb PGK inh: -5%[11.5 µM]; G9a inh: -3%[59 µM]; GLS inhibitor: -3%; Pin1 inhibitor: 0%; HP1b binding inh: 10%; Pol eta inh: 3%; JMJD2A Tudor inh: -14%; PI4K2A inh: -2; BAZ2B inh: 10%
